RGS4 block: RGS4 inhibitors, primary screen, cell-based, HEK293 M3R inducible RGS4, calcium flux | Regulator of G-protein signaling 4 (Homo sapiens), P49798 | Fluo-4 calcium flux; hits give high values; triggered by carbachol at its EC20 | B-score at 10 µM | 310,000 compounds, 0.45% hits;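 active = B-score, a plate-corrected calcium signal, over three deviations above library mean, with baseline fluorescence within five deviations of library mean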;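 note: RGS4 expression induced by doxycycline in cells with stable M3 receptor; B-score is computed from the integrated fluorescence ratio over baseline after carbachol; higher B-score means a larger calcium signal and so more RGS4 inhibition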
Target sequence (P49798 whole entry, looked up): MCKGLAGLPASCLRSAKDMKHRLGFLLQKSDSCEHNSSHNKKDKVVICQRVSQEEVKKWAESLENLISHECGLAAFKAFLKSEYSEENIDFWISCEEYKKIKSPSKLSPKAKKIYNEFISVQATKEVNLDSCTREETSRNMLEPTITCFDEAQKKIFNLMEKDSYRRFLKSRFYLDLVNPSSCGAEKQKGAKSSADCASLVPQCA
KCNK3 block: human KCNK3 channel inhibitors, primary screen, CHO cells, FluxOR thallium flux, B-score | Potassium channel subfamily K member 3 (Homo sapiens), O14649 | FluxOR fluorescence; hits give low values | B-score at 10 µM | 340,000 compounds, 0.84% hits | AID 602410, 2012;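 active = B-score under library mean minus 4 SD, starting fluorescence ratio at most library mean plus 5 SD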;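 note: more negative B-score means stronger inhibition of thallium flux through KCNK3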
GSK3B inh: human GSK3beta kinase inhibitors, primary screen, biochemical, cell-free homogeneous, HTS | Glycogen synthase kinase-3 beta (Homo sapiens), P49841 | GST-GSK3beta kinase, ADP-Glo luminescence, 60 min; hits give low values | activity score (negative = inhibition), % at 10 µM | 300,000 compounds, 0.038% hits;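 active = more than half of replicate wells score below -50%, meaning over 50% inhibition versus plate controls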;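 note: 0% = median DMSO wells and -100% = median GW8510 positive control wells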
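Test system: GST-tagged human GSK3beta kinase, cell-free; evaluation: activity score scaled between in-plate DMSO and GW8510 controls; measured by: ADP-Glo luminescence; incubation: 60 min reaction, RT; benchmarks: DMSO and 20 µM GW8510; reagent: peptide substrate plus 25 µM ATP (final); medium: Tris/MgCl2 kinase buffer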
hERG protect: hERG rescue from dofetilide block, primary screen, cell-based, CHO-hERG, FluxOR thallium flux, dofetilide IC70. activation (rescue from dofetilide block), less the hit threshold, % at 10 µM. AID 1511, 2009. Voltage-gated inwardly rectifying potassium channel KCNH2 (Homo sapiens), Q12809. 310,000 compounds, 0.51% hits. dofetilide IC70 present;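 active = activation above the mean of controls blocked by dofetilide plus 5 SD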;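 note: thallium influx through hERG after potassium depolarization seen as dye fluorescence rise; in these data hits start at about 4.7%; inactives centre near -7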
RGS4 pot: RGS4 potentiators or activators, primary screen, cell-based, HEK293 M3R inducible RGS4, calcium flux; carbachol calcium flux Fluo4; hits give low values; 310,000 compounds, 0.92% hits; B-score at 10 µM;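 active = B-score of the integrated calcium signal more than 4 SD below the library mean, with starting fluorescence not abnormally high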;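 note: negative B-score means reduced calcium response which marks RGS4 activation or potentiation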
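Material: Inducible-RGS4 HEK293 cells carrying M3 receptor; also added: carbachol at ECmax as muscarinic agonist stimulus; incubation: compound preincubation 20 min at room temperature before agonist; signal: Fluo4-AM (2 µM) calcium-flux fluorescence, kinetic read; measure: integrated calcium ratio converted to B score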
DYRK1A inh: rat Dyrk1A kinase inhibitors, primary screen, biochemical, single point, plate reader; Dual specificity tyrosine-phosphorylation-regulated kinase 1A (Rattus norvegicus), Q63470; ADP-Glo luminescence, NFATc1 peptide; inhibition, % at 12.5 µM; 310,000 compounds, 0.43% hits; AID 504441, 2011; in the data active = inhibition above about 50%;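 note: plate controls were vehicle with enzyme for no effect and no enzyme for full effect; many of its hits are not listed in these tables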
GSK3 alpha inh: blockers of GSK3A enzyme activity – biochemical, luminescence, cell-free homogeneous, HTS, primary screen. Glycogen synthase kinase-3 alpha (Homo sapiens), P49840. GSK-3 alpha kinase, ADP-Glo luminescence, 60 min. inhibition, % at 10 µM. 320,000 compounds, 0.1% hits;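 in the data active = inhibition above about 50%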;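 note: GST-tagged GSK-3 alpha with peptide substrate and 25 µM ATP; 0% = DMSO neutral wells and 100% = GW8510 positive control wells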
Target sequence (P49840 whole entry, looked up): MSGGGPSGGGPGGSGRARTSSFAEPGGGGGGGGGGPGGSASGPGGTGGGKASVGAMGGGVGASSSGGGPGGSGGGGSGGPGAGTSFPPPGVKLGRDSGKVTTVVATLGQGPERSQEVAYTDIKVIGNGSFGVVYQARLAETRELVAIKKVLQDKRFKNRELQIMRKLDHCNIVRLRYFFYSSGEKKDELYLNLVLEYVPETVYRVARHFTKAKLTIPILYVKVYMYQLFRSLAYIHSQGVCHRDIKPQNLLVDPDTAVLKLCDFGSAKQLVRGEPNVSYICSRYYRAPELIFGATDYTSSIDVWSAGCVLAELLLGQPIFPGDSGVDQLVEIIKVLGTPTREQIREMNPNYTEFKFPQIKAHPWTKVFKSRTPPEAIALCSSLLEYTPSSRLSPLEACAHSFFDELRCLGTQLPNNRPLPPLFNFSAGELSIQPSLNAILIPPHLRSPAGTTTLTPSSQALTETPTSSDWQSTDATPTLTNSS
PolyA inhibitor: polyadenylation inhibitors in yeast reporter cells, primary screen, luminescence, S. cerevisiae; S. cerevisiae SKY197-pL101 polyadenylation reporter, beta-gal luminescence; efflux-impaired pdr1/pdr3 knockout yeast; score 100 = 6 SD above DMSO; calls only at 12 µM; 300,000 compounds, 0.02% hits; AID 1875, 2009;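 active = lowest replicate activity score at least 50, where 100 means six control SD above control mean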;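 note: yeast exposed to compound for 9 h at 30 °C; higher score means more reporter readthrough which indicates perturbed polyadenylation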
KCNQ1 block: inhibitors of human KCNQ1 channel, primary screen, cell-based, thallium flux, high-throughput; 310,000 compounds, 1.3% hits; AID 2642, 2010; Potassium voltage-gated channel subfamily KQT member 1 (Homo sapiens), P51787; CHO-K1 KCNQ1, FluxOR thallium flux fluorescence; hits give high values; B-score at 10 µM;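 active = compounds whose thallium flux B-score, printed positive for inhibition, exceeds three library SD while starting fluorescence stays within three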;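 note: channel opened by potassium depolarization with thallium stimulus after 20 min compound exposure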
KCNQ1 act: potentiators or activators of KCNQ1 channel, primary screen, cell-based, thallium flux, high-throughput | Potassium voltage-gated channel subfamily KQT member 1 (Homo sapiens), P51787 | CHO-K1 KCNQ1, thallium flux FluxOR fluorescence; hits give high values | 310,000 compounds, 0.35% hits | AID 2648, 2010 | B-score at 10 µM;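 active = fluorescence ratio B-score, a plate-corrected score, at least three library SD, with initial intensity B-score within 5 SD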
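Medium – assay buffer, equal DMSO in all wells · Material – CHO-K1 cell line with stable KCNQ1 potassium channel expression · Signal – kinetic FluxOR thallium fluorescence, 10-s 1-Hz baseline, 110-s post-stimulus read · Compound – single concentration per compound, DMSO matched to controls · Schedule – 37 °C overnight plating, 90-min dark dye load, 20-min compound pretreatment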
KCNK9 block: KCNK9 potassium channel inhibitors, primary screen, HEK293 cells, thallium flux; Potassium channel subfamily K member 9 (Homo sapiens), Q9NPC2; AID 488922, 2010; 310,000 compounds, 1.2% hits; B-score at 10 µM; FluxOR thallium flux fluorescence; hits give low values;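 active = ratio B-score over 3 SD below the library mean, with starting fluorescence within 5 SD of its mean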;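 note: negative B-score means less thallium flux so channel inhibition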
Target sequence (Q9NPC2 whole entry, looked up): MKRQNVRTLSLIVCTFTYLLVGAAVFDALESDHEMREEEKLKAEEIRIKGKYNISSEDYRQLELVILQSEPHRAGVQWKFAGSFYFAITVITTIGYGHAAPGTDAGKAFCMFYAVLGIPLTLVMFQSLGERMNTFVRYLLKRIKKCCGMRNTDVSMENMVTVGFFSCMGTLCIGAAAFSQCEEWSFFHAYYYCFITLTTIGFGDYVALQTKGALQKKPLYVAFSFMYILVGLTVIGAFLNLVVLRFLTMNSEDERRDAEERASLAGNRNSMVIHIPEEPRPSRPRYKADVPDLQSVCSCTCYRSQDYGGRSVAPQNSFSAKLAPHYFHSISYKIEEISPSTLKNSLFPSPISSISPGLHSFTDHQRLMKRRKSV
* marks the source's active call; other numbers are inactive results; i = inactive; / = no result given. These rows are one share of the data; count on the stated rates, not on these rows.

SMILES	RGS4 block	KCNK3 block	GSK3B inh	hERG protect	RGS4 pot	DYRK1A inh	GSK3 alpha inh	PolyA inhibitor	KCNQ1 block	KCNQ1 act	KCNK9 block
CCOC(=O)N1CCN(S(=O)(=O)c2ccc(C)cc2)C1c1ccccc1 (stereo not drawn)	i	i	1	-14	i	-3	1	i	i	i	i
Cc1cccc(NC(=O)C2CCCN(S(=O)(=O)c3ccc4[nH]c(=O)ccc4c3)C2)n1 (stereo not drawn)	i	i	-1	-8	i	-5	0	i	i	i	i
COc1ccc2cc(C3(C)NC(=O)N(CC(=O)NCc4ccco4)C3=O)ccc2c1 (stereo not drawn)	i	i	2	0	i	1	-5	i	i	i	i
O=C(NC12CC3CC(CC(C3)C1)C2)c1ccc(-c2cccc(Cl)c2)o1	i	i	-1	-4	i	-1	1	i	i	i	i
COCCNC(=O)c1c(CSc2ccccc2)noc1C(=O)NCc1ccccc1	i	i	3	-6	i	4	-2	i	i	i	i
CCOC(=O)Cc1cnc(NC(=O)CSc2nc(N)cc(N)n2)s1	i	i	1	-7	i	2	-2	i	i	i	i
O=C(O)c1ccc(NCc2cccs2)cc1	i	i	3	-9	i	-4	-2	i	i	i	i
O=C(Cn1c(-c2cncs2)nc2ccccc21)NCCc1ccccc1	i	i	0	-10	i	-1	10	i	i	i	i
S=C(NCCc1ccccc1)N/N=C/c1ccc(Cl)cc1	i	i	0	-4	i	5	-3	i	i	i	i
OC1CCN(c2ncnc3nc[nH]c23)CC1	i	i	2	-11	i	13	23	i	i	i	i
CCc1ncc(C(O)c2cccc3ccccc23)n1C (stereo not drawn)	i	i	4	-6	i	1	/	i	i	i	i
CC(C)(C)c1cc(CN2CCC(O)CC2)cc(C(C)(C)C)c1O	i	i	-2	-7	i	9	0	i	i	i	i
COc1ccccc1/C=C/c1ccc2cccc(O)c2n1	i	i	-2	-4	i	-1	-1	i	i	i	i
O=C(O)c1cc(S(=O)(=O)N2CCN(C(c3ccccc3)c3ccccc3)CC2)ccc1Cl	i	i	7	-8	i	0	-8	i	i	i	i
O=C(NCc1ccncc1)C(=O)N/N=C/c1cccnc1	i	i	0	-5	i	-7	0	i	i	i	i
Cc1nn(Cc2ccccc2)c(C)c1C(=O)NCC(c1cccs1)N1CCOCC1 (stereo not drawn)	i	i	1	-12	i	/	-2	i	i	i	i
COc1cc(C(=O)Nc2cccc(-n3cnnn3)c2)cc(OC)c1OC	i	i	2	-15	i	11	-3	i	i	i	i
Cc1cc(=O)[nH]c(-c2ccccc2OC(F)(F)F)n1	i	i	1	-6	i	1	-2	i	i	i	i
CCC(=O)Nc1ccc(-c2nc(-c3ccccc3)n(CC(=O)N3CCCCC3)n2)cc1	i	i	-3	-3	i	9	-1	i	i	i	i
CCOCCCNC(=O)C(NC(=O)CNC(=O)c1ccccc1)c1ccc(OC)cc1 (stereo not drawn)	i	i	-4	-10	i	-2	-1	i	i	i	i

Given with bars between the fields: part of the list above.
Molecule | RGS4 block | KCNK3 block | GSK3B inh | hERG protect | RGS4 pot | DYRK1A inh | GSK3 alpha inh | PolyA inhibitor | KCNQ1 block | KCNQ1 act | KCNK9 block
O=C(NC12CC3CC(CC(C3)C1)C2)c1ccc(-c2cccc(Cl)c2)o1 | i | i | -1 | -4 | i | -1 | 1 | i | i | i | i
COCCNC(=O)c1c(CSc2ccccc2)noc1C(=O)NCc1ccccc1 | i | i | 3 | -6 | i | 4 | -2 | i | i | i | i
CCOC(=O)Cc1cnc(NC(=O)CSc2nc(N)cc(N)n2)s1 | i | i | 1 | -7 | i | 2 | -2 | i | i | i | i

The listing continues.
SMILES	RGS4 block	KCNK3 block	GSK3B inh	hERG protect	RGS4 pot	DYRK1A inh	GSK3 alpha inh	PolyA inhibitor	KCNQ1 block	KCNQ1 act	KCNK9 block
CCCCn1c(SCC(=O)Nc2cccc(OC)c2)nc2ccc(N3CCOCC3)cc2c1=O	i	i	-1	-15	i	-3	/	i	i	i	i
O=C(CN(C(=O)CCC(=O)Nc1nccs1)c1ccc(F)cc1)NCCc1ccccc1	i	i	1	-6	i	-7	-24	i	i	i	i
Cc1cc(-c2nnco2)c(C)n1-c1ccccc1	i	i	2	-9	i	-3	-4	i	i	i	i
Cc1cc2cc(CNC(=O)c3ccc4c(c3)OCO4)ccc2n1C	i	i	-1	-7	i	9	0	i	i	i	i
O=C(c1ccccc1)c1cnc(-c2ccccc2)s1	i	i	1	-11	i	-4	2	i	i	i	i
CC(C)Cn1c(N)c(C(=O)COC(=O)C2CC(=O)N(Cc3ccccc3Cl)C2)c(=O)n(C)c1=O (stereo not drawn)	i	i	0	-14	i	-2	4	i	i	i	i
COCCN1C(=O)N[C@@H](c2cccc(F)c2)C(C(C)=O)=C1C	i	i	1	-1	i	2	-1	i	i	i	i
Cn1cc(-c2nc3ccccc3[nH]2)c2ccccc21	i	i	-4	-14	i	-2	-3	i	i	i	i
CCc1nc(N)c(C#N)c(-c2ccc(F)cc2)c1C	i	i	0	-6	i	-2	1	i	i	i	i
O=C(Cc1ccccc1F)NCC(=O)Nc1ccccc1Br	i	i	-7	-3	i	7	-1	i	i	i	i
O=C(CNC(=O)c1ccco1)Nc1ccc(F)c(Cl)c1	i	i	2	-4	i	-5	0	i	i	i	i
Cn1nc(C(F)(F)F)c(C(=O)Nc2ccc(C(F)(F)F)cc2)c1Cl	i	i	1	-13	i	8	-4	i	i	i	i
O=C(NCCCCNC(=O)c1ccccc1Br)c1ccccc1Br	i	i	1	-7	i	/	-1	i	i	i	i
O=C(CCCSc1nc(-c2ccco2)cc(C(F)(F)F)n1)NCc1cccs1	i	i	-3	-9	i	-9	-4	i	i	i	i
CCNc1nc(Oc2ccc(=O)n(C)n2)nc(N2CCOCC2)n1	i	i	-1	-5	i	13	-1	i	i	i	i
CCC(CC)C(=O)Nc1nnc(SCC(=O)N2CCN(c3ccccc3OC)CC2)s1	i	i	2	-13	i	-1	0	i	i	i	i
COc1ccccc1NC(=O)Nc1ccc(Br)cn1	i	i	1	-7	i	4	-1	i	i	i	i
CCOc1ccccc1Nc1nc(-c2sc(NC(=O)c3ccc([N+](=O)[O-])cc3)nc2C)cs1	i	/	24	-11	i	/	-2	i	i	i	i
CC(C)Cc1n[nH]c(=O)[nH]1	i	i	3	-6	i	-1	-4	i	i	i	i
CSc1nc(N(C)NC(=O)c2ccc(F)cc2)c2ccccc2n1	i	i	1	-1	i	3	-5	i	i	i	i
COCCOc1ccc(C(F)(F)F)cc1NC(=O)CN1C(=O)NC2(CCc3ccccc32)C1=O (stereo not drawn)	i	i	0	-10	i	8	0	i	i	i	i
O=C(NCCS(=O)(=O)NCCc1ccccc1)c1ccc2c(c1)OCO2	i	i	2	-11	i	/	-3	i	i	i	i
COc1ccccc1Oc1ccc2c(c1)C(=O)N(CC1CCCO1)C2=O (stereo not drawn)	i	i	-2	-10	i	3	-2	i	i	i	i
O=c1cc(-c2ccccc2)nc2nc(-c3ccccc3)[nH]n12	i	i	-3	-5	i	29	-4	i	i	i	i
O=C(Nc1ccc(Cl)cc1C(F)(F)F)c1ccccc1Cl	i	i	-1	-16	i	-7	/	i	i	i	i
CC(C)CN(CC(C)C)C1=N/C(=C\c2ccco2)C(=O)N1c1ccccc1	i	-9.2*	1	-7	i	-1	-5	i	i	i	-9.8*
CCn1c(CNc2ccc(F)cc2)nnc1SCC(=O)Nc1ccc(OC)cc1OC	i	i	3	-2	i	0	3	/	i	i	i
Cc1csc(NC(=O)CSc2ccc(-c3ccc(F)cc3)nn2)n1	i	i	0	-11	i	/	0	i	i	i	i
Cn1nc(C(F)(F)F)c(C(=O)Nc2ccc(F)cc2F)c1Oc1cccc(Cl)c1	i	i	0	-4	i	1	-3	i	i	i	i
COc1ccc(CCNC(=O)CN(c2ccc(OC)c(OC)c2)S(=O)(=O)c2ccc(C)cc2)cc1	i	i	1	-6	i	-6	-1	i	i	i	i
CCCCn1c(N)c(N(CCOC)C(=O)CSCc2ccc(Cl)c(Cl)c2)c(=O)[nH]c1=O	i	i	1	-10	i	6	-4	i	i	i	i
Cc1cccc(OCC(=O)Nc2ccc(N3CCN(S(C)(=O)=O)CC3)cc2)c1C	i	i	2	-12	i	-5	-2	i	i	i	i
CSc1ccc(C#N)cc1NC(=O)c1cccc(Cl)c1	i	i	0	-13	i	1	-3	i	i	i	i
Nc1cc(S(=O)(=O)Nc2ccccc2Cl)ccc1N1CCCC1	i	i	3	-14	i	/	0	i	i	i	i
O=C1c2ccccc2NC(c2ccccn2)N1c1ccccc1F (stereo not drawn)	i	i	0	-15	i	-2	-1	i	i	i	i
O=C(CSc1nnc(CCCO)n1-c1ccccc1)Nc1nccs1	i	i	-1	-10	i	-2	1	i	i	i	i

2 of these compounds, reformatted.
| SMILES | RGS4 block | KCNK3 block | GSK3B inh | hERG protect | RGS4 pot | DYRK1A inh | GSK3 alpha inh | PolyA inhibitor | KCNQ1 block | KCNQ1 act | KCNK9 block |
| --- | --- | --- | --- | --- | --- | --- | --- | --- | --- | --- | --- |
| Cc1cc(-c2nnco2)c(C)n1-c1ccccc1 | i | i | 2 | -9 | i | -3 | -4 | i | i | i | i |
| S=C(NCCc1ccccc1)N/N=C/c1ccc(Cl)cc1 | i | i | 0 | -4 | i | 5 | -3 | i | i | i | i |
